Screening data as filed in PubChem.
POLI inh: inhibitors of human DNA polymerase iota; Q9UNA4; Pol iota fluorescent replication assay, 10 min; Potency, µM (doses to about 115 µM), for inactives: at the highest dose activity, negative = inhibition, hits mostly inhibitors; 390,000 compounds, 1% hits; further: potency means the concentration at half of the fitted maximal effect
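Pol iota at 10 nM preincubated 15 min with compounds at room temperature; reaction started with fluorescent substrate, 50 nM final. Fluorescence read kinetically at 0 and 10 min; buffer-only wells as negative control.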
POLB inh: inhibitors of human DNA polymerase beta. P06746. Pol beta primer extension/strand displacement, fluorescence kinetic. Potency, µM (series often up to 114 µM), without a hit: top-dose activity change, negative = inhibition, usual class: inhibitors. 340,000 compounds, 1.3% hits. AID 485314; further: potency means the concentration at half of the fitted maximal effect; on the % scale 0 is the no-effect control and ±100 the full control effect
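Enzyme-only controls used 10 nM Pol beta; buffer lacking enzyme served as negative control. Compound preincubated 15 min, then 50 nM substrate added; 0 and 10 min reads at room temperature.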
Apoferritin bind: candidate novel general anesthetic via apoferritin binding | apoferritin/1-aminoanthracene competitive binding, fluorescence | Potency, µM (top dose mostly 77.5 µM), inactives show at the highest dose activity change, negative = displacement, usual class: inhibitors | 350,000 compounds, 0.074% hits | AID 485281; further: potency means the concentration at half of the fitted maximal effect; on the % scale 0 is the no-effect control and ±100 the full control effect; nearly all actives have a fitted effect of over 20% in size
Target sequence (P02791 2-175 limits assumed): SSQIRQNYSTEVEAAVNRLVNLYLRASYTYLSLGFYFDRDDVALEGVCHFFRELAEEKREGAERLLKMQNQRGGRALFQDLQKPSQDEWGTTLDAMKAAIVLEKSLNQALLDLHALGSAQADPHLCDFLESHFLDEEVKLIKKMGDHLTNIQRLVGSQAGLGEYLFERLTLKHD
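In PBS, apoferritin at 10 uM is loaded with 1-AMA from a 50% saturated solution. After 10 min of compound exposure at ambient temperature, reduced 535 nm fluorescence indicates probe displacement.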
Pol kappa inh: blocks human DNA polymerase kappa activity. purified Pol kappa, fluorescent DNA synthesis assay, 10 min. AID 588579. Q9UBT6. Potency, µM (top dose mostly 107 µM), for the others: at the highest dose activity, negative = inhibition, actives largely listed as inhibitors. 400,000 compounds, 0.53% hits; further: potency means the concentration at half of the fitted maximal effect; on the % scale 0 is the no-effect control and ±100 the full control effect
Target sequence (Q9UBT6 whole entry, looked up): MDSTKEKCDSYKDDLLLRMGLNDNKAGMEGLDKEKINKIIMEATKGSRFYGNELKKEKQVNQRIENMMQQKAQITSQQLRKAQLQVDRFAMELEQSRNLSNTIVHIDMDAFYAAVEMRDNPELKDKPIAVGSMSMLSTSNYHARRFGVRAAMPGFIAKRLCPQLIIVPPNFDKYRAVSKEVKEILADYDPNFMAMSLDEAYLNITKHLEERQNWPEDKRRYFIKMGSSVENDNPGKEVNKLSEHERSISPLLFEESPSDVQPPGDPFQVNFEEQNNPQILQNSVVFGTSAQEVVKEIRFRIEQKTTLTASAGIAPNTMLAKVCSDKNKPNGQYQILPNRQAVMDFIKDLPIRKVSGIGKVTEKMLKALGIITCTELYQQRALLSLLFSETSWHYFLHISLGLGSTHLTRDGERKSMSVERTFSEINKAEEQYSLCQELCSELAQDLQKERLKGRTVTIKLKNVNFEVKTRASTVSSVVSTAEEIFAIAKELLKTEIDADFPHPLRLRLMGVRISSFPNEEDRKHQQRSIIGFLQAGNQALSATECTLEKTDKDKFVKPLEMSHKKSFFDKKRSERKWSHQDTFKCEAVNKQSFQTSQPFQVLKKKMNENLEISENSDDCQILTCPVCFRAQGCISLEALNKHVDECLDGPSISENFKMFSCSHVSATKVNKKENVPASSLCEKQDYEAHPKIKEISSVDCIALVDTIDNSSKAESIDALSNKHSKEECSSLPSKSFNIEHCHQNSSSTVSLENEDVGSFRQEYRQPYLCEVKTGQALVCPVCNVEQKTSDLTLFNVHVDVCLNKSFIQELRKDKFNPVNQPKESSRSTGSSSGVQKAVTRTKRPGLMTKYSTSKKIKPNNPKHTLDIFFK
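10 nM Pol kappa preincubated 15 min at room temperature with compounds, then reaction started with substrate at 50 nM final. Fluorescence read kinetically at 0 and 10 min; buffer-only wells served as negative control.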
PGK inhibitor: T. brucei PGK inhibition; P07378; Potency, µM (top dose mostly 57.5 µM), inactives show at the top dose activity change, negative = inhibition, hits mostly inhibitors; 380,000 compounds, 0.043% hits; PGK/GAPDH coupled, Kinase-Glo luminescence, 60 min; further: potency means the concentration at half of the fitted maximal effect; on the % scale 0 is the no-effect control and ±100 the full control effect; nearly all actives have a fitted effect of over 60% in size
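Recombinant glycosomal PGK reaction used 1,3-bisphosphoglycerate generated in-well by GAPDH (100nM final) in 100mM TEA pH 7.6, 5mM MgCl2, 0.01% Tween-20. After 60 minutes at room temperature, ATP was read by Kinase-Glo Plus luminescence end-point.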
Pol eta inh: blocks human DNA polymerase eta activity. Potency, µM (doses to about 114 µM), for inactives: at the highest dose activity change, negative = inhibition, usual class: inhibitors. recombinant Pol eta, fluorescent DNA replication assay. 390,000 compounds, 1.2% hits; further: potency means the concentration at half of the fitted maximal effect; on the % scale 0 is the no-effect control and ±100 the full control effect
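Pol eta at 10 nM preincubated with compounds 15 min at room temperature; reaction started with fluorescent substrate (50 nM final) and read kinetically at 0 and 10 min.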
RXFP1 antagonist: blocks the human relaxin receptor RXFP1; activity change, negative = inhibition, % at 57.5 µM; 350,000 compounds, 0.59% hits; AID 1259400; HEK293-RXFP1, relaxin-stimulated cAMP HTRF, 30 min; active compounds read low;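 active means activity change of -60% or lower, but not beyond a set lower limit; inconclusive means change between -60% and -40%, or beyond the set limit; inactive means change above -40%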; further: on the % scale 0 is the no-effect control and ±100 the full control effect
BLM helicase inh: inhibitors of human Bloom syndrome helicase BLM. P54132. Potency, µM (series often up to 56.1 µM), without a hit: top-dose activity change, negative = inhibition, usual class: inhibitors. AID 2528. recombinant BLM DNA unwinding, fluorescence dequenching. 350,000 compounds, 0.2% hits;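 further: potency means the concentration at half of the fitted maximal effect; plate controls were vehicle for no effect and no enzyme for full effect; nearly all actives have a fitted effect of over 35% in size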
APE1 inh: blocks human APE1 abasic DNA cleavage | AID 2517 | Potency, µM (highest dose often 65.8 µM), inactives show at the highest dose activity change, negative = inhibition, hits mostly inhibitors | recombinant APE1, TAMRA/BHQ-2 abasic DNA cleavage fluorescence | 350,000 compounds, 0.35% hits;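 further: potency means the concentration at half of the fitted maximal effect; plate controls were vehicle for no effect and reference inhibitor for full effect; nearly all actives have a fitted effect of over 55% in size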
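Incision of a quenched TAMRA/BHQ-2 THF abasic-site duplex (50 nM) by 0.75 nM APE1, after 15 min compound preincubation, measured as fluorescence increase over three 60 s reads. Values normalized to buffer, DMSO and NSC13755 control wells.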
Starred values were filed as active, the others as inactive; i = inactive; ? = inconclusive; . = not tested or not shown; [ ] = dose if it differs, or a comment. Unless noted, the call rests on the fitted dose curve; in most records, active means well fitted curve in the direction sought with a large enough effect; inconclusive means small, poorly fitted or top-dose-only effect, or another doubt; inactive means no such curve, though single readings can be large; an effect the other way counts as inactive or inconclusive.

SMILES	POLI inh	POLB inh	Apoferritin bind	Pol kappa inh	PGK inhibitor	Pol eta inh	RXFP1 antagonist	BLM helicase inh	APE1 inh
Cc1ccc2nc(-c3c[nH]c4ccccc34)c(Nc3ccc(F)cc3)n2c1	14%	-14%	-2%	-6%	6%	-16%	-7	-5%	.
C=CCSc1nnc(N2C(=O)C(O)=C(C(=O)c3ccco3)C2c2ccc(F)cc2)s1 (stereo not drawn)	-17%	11%	-7%	-3%	-8%	-18%	-15	-9%	-2%
COCCCNC(=O)CC(=O)N/N=C\c1ccc(SC)cc1	-6%	11%	-12%	10%[60.1 µM]	-4%	-8%	-1	-8%	8%
CCCCCn1c(SCC#N)nc2cc(C(=O)NCC3CCCO3)ccc2c1=O (stereo not drawn)	8%	0%	-14%	4%	i	-6%	-1	-3%	-1%
Cc1c(Cl)cccc1NC(=S)NCc1ccco1	10%	?	-8%	5%	0%	-15%	2	-4%	-1%
COc1cc(CNC2CCC(C)C2)cc(OC)c1 (stereo not drawn)	-6%	-7%	-3%	-15%	-6%	-2%	0	-3%	2%
CCN(CC)C(=O)CSc1nnc(-c2ccncc2)n1N	18%	41%	-3%	-5%	-7%	-13%	9	-3%	5%
Cc1nc2ccccc2c(C)c1CC(=O)N(CC(C)C)c1c(N)n(Cc2ccccc2)c(=O)[nH]c1=O	43%[activator]	.	.	-6%	0%	-6%	-7	.	21%
CC1CN(C)C(c2ccccc2)C(C)C12NC(=O)NC2=O (stereo not drawn)	7%	3%	-5%	-4%	i	-1%	3	0%	1%
CCOc1ccc(Br)cc1S(=O)(=O)N1CCCN(C)CC1	21%	12%	2%	-11%	-2%	9%	-8	-4%	24%
COc1ccc(CN2CCN(Cc3cn(C)nc3-c3ccccc3)CC2CCO)c(C)c1C (stereo not drawn)	-11%	1%	-5%	-1%	-7%	-6%	-17	-6%	10%
Cc1cccc(C(=O)Nc2nnc(SCC(=O)Nc3ccc4c(c3)oc3ccccc34)s2)c1	-15%	0%	-9%	-10%	-7%	-14%	-17	-7%	-1%
Cc1ccc(S(=O)(=O)/N=C(\N)Nc2nc(C)c3cc(C)c(C)cc3n2)cc1	2%	-11%	-7%	-5%	i	-11%	-5	-2%	-4%
O=C(CSc1ncccn1)N/N=C/c1ccc(OC2CSC2)cc1	29%	31%	-15%	12%	-9%	-15%	2	-6%	0%
CCOC(=O)C1CCN(CCC(=O)Nc2ccc(OC)cc2)CC1	3%	-28%	2%	-8%	-4%	-5%	.	-1%	.
Cc1ccc(NC(CC(=O)c2ccccc2)c2ccc(F)cc2)cc1 (stereo not drawn)	-8%[58.9 µM]	3%	-24%	-6%	i	-19%	3	-8%	-7%
CC1CC(=O)N(c2ccc(NCCc3ccccc3)c([N+](=O)[O-])c2)C1=O (stereo not drawn)	50%[activator]	0%	?	7%	0%	-25%	9	-2%	?
CCOC(=O)c1ccc(NC2=CC(=O)CC(c3ccco3)C2)cc1 (stereo not drawn)	53%[activator]	?	-9%	-21%	-11%	15%	-11	-7%	?
CCC(Sc1nnc(C)n2c1cc1occc12)C(=O)Nc1ccccc1OC (stereo not drawn)	9%	19%	-14%	0%	i	-22%	-26	-4%	.
Cc1oc(C(N)=O)cc1COc1ccc(C(N)=O)cc1	6%	14%	1%	-14%	-9%	-4%	-4	2%	14%
O=C(O)C1C2CCC(C2)C1C(=O)Nc1nc2ccccc2s1 (stereo not drawn)	8%	-4%	-10%	-5%	-7%	6%	2	-2%	-1%
CC(=O)Nc1ccc(SC[C@H](Cc2ccccc2)N2CC[C@@H](O)CCC2=O)cc1	-9%	.	.	2%	-3%	5%	.	.	10%
Cc1ccc(S(=O)(=O)N2CCN(CCNC(=O)C(=O)NCc3ccccc3)CC2)cc1	-48%	12%	-6%	-15%	-4%	-6%	-13	-8%	32%[activator]
O=C(NC(O)C(=O)c1ccc(F)cc1)c1ccc(F)cc1 (stereo not drawn)	33%[activator]	44%	-7%	6%	-4%	-16%	2	0%	-1%
CC1(C)Cc2c(c(N3CCOCC3)nc3snc(Br)c23)CO1	-2%	14%	-21%	4%	i	-10%	0	1%	10%
Cc1cccc(NC(=O)Cn2ncc3c4ccccc4n(Cc4ccccc4)c3c2=O)c1C	-13%	0%	1%	-14%	-9%	-10%	5	-2%	.
O=C(CCS(=O)(=O)c1ccccc1)NC12CC3CC(CC(C3)C1)C2	3%	5%	?	-18%	4%	-4%	1	-1%	4%
Cc1ccnc(NS(=O)(=O)c2ccc(NC(=O)c3nc(SC(C)C)ncc3Cl)cc2)n1	-13%	-1%	-7%	-15%	-12%	?	.	-1%	.
Cc1cc2c(c(SCC(N)=O)n1)C(=O)OC2	128%[activator]	0%	-1%	-3%	-4%	-1%	-22	5%	-5%
Cc1nnc(SCC(=O)NC2CCCC2)s1	2%	2%	-11%	-17%	1%	-10%	6	-2%	3%
O=C(Cc1cccs1)Nc1ccccn1	?	?	-10%	-10%	-5%	?	0	-6%	-5%
N=c1n(Cc2ccccc2Cl)c2ccccc2n1CC(O)c1ccco1 (stereo not drawn)	145%[activator]	-1%	-14%	-20%	-4%	-15%	-9	-10%	9%
O=C(CN1C(=O)c2ccccc2C1=O)Nc1cccc([N+](=O)[O-])c1	58%[activator]	-27%	-11%	-3%	-5%	-1%	-26	-14%	-7%
O=C(NCCc1ccccc1)C(=O)c1cn(CC(=O)N2CCCC2)c2ccccc12	25%	1%	?	-6%	-1%	-4%	8	0%	12%
COC(=O)Cc1ccc(NC(=S)N2CCN(C(=O)C3CCCO3)CC2)cc1 (stereo not drawn)	10%	11%	-4%	-19%	-2%	-11%	9	-2%	0%
N#CC1=C(N)Oc2c(ccc3cccnc23)C1c1ccncc1 (stereo not drawn)	60%[activator]	45%	-4%	-4%	10%	3%	17	2%	18%
COc1ccc(-n2nnc(-c3nc(-c4ccccc4C)no3)c2N)cc1Cl	13%	1%	0%	-15%	18%	-6%	-6	-1%	.
Cc1ccc(N(C(=O)c2csnn2)C(C(=O)NC2CCCCC2)c2ccncc2)cc1 (stereo not drawn)	140%[activator]	9%	1%	3%	i	-18%	0	-4%	59%[activator]
O=C(NC1CC1)c1cc2c(s1)-c1ccccc1OC2	39%[activator]	4%	489%[activator]	5%	-9%	-9%	.	-7%	11%
C#CCOCCOCCOCCNc1nc(N2CCN(C(=O)Cn3cc(CCCN=C(N)N)nn3)CC2)nc(N2CCN(C(=O)[C@H]([C@@H](C)CC)n3cc(CCCN=C(N)N)nn3)CC2)n1	.	-8%	-2%	.	.	.	.	45%[activator]	-6%
CCCC[n+]1ccn(-c2nc3ccccc3nc2[N-]S(=O)(=O)c2ccc(Cl)cc2)c1	120%[activator]	-23%	-7%	-7%	-5%	-16%	12	-12%	-2%
O=C(NCc1ccc2c(c1)OCO2)c1cc2ccccc2o1	13%	-2%	-23%	-11%	0%	-5%	-9	-4%	-1%
COc1ccc(CCN(Cc2nc3ccccc3c(=O)[nH]2)C(=O)C2CC2)cc1	-17%	24%	-7%	-12%	7%	1%	-2	2%	0%
Cc1cc(=O)oc2cc(OCC(=O)Nc3ccc(F)cc3F)ccc12	-1%	.	.	-7%	-12%	-10%	21	.	19%
O=C(NCCc1ccc(F)cc1)Nc1ccccc1	5%	2%	-11%	-9%	i	-5%	-6	-7%	22%
Cc1c(NC(=O)Cn2nc(C(F)(F)F)c3c2CCCC3)c(=O)n(-c2ccccc2)n1C	6%	-11%	-4%	1%	-9%	-6%	-2	-4%	-2%
COC(=O)c1c(-c2c(Cl)cccc2Cl)noc1NC(=O)NN1CCCCC1	64%[activator]	4%	-1%	-15%	1%	?	-16	-9%	9%
O=C(Nc1nccs1)C1C2CC3OC(=O)C1C3C2 (stereo not drawn)	17%	-12%	2%	-5%	9%	-7%	-2	0%	-3%
Cc1ccc(S(=O)(=O)NCC(c2ccc(N(C)C)cc2)N2CCCC2)cc1 (stereo not drawn)	-16%	9%	10%	-14%[60.1 µM]	i	-3%	-6	-8%	.
Oc1[nH]c2ccc(Br)cc2c1N=Nc1ccc(C(F)(F)F)cn1	35%[activator]	-4%	-5%	-8%	-1%	?	-7	-1%	8%
O=C(NNC(=O)c1nn(-c2ccc(F)cc2)ccc1=O)c1ccc(C(F)(F)F)cc1	?	0%	-5%	2%	-11%	-10%	-8	-3%	4%
O=C(C(=O)N1CCOCC1)c1cn(CC(=O)N2CCc3ccccc3C2)c2ccccc12	31%[activator]	0%	5%	-9%	0%	3%	-12	1%	1%
Cc1cccc(C)c1-n1ncc(C(=O)Nc2ccc3c(c2)OCO3)c1C1CCN(C(=O)OC(C)(C)C)CC1	22%	23%	-13%	-22%	9%	-17%	-14	-13%	.
Cc1ccc(C(=O)N2CCC3(CC2)NCCc2[nH]cnc23)cc1C	-10%	55%[activator]	2%	-12%	4%	-9%	8	-4%	-3%
O=C(NCc1ccccc1)c1ccc[n+]([O-])c1	-9%	23%	0%	-9%	0%	-14%	-6	3%	6%
Cc1ccc(NS(=O)(=O)c2c(C(=O)N3CCCC3)c(C)n(C)c2C)cc1	7%	65%	-4%	-2%	3%	0%	20	-2%	-1%
CCC(C)S(=O)(=O)c1oc(-c2cccs2)nc1S(=O)(=O)c1ccccc1 (stereo not drawn)	?	7%	-21%	-31%	-4%	-20%	-79*	-3%	.

Single records, as listed above. Values in the order: POLI inh | POLB inh | Apoferritin bind | Pol kappa inh | PGK inhibitor | Pol eta inh | RXFP1 antagonist | BLM helicase inh | APE1 inh
Record of Cc1oc(C(N)=O)cc1COc1ccc(C(N)=O)cc1 = 6% | 14% | 1% | -14% | -9% | -4% | -4 | 2% | 14%
Record of COc1ccc(CN2CCN(Cc3cn(C)nc3-c3ccccc3)CC2CCO)c(C)c1C (stereo not drawn) = -11% | 1% | -5% | -1% | -7% | -6% | -17 | -6% | 10%

Only part of the results is shown, so the mix of outcomes need not match the whole.
